EPAC2 antagonist: blocks human EPAC2 exchange factor; hit rate 0.18% among 360,000; Q8WZA2; Potency, µM (top dose mostly 114 µM), inactives show top-dose activity, negative = inhibition, hits mostly inhibitors; EPAC2 GEF exchange of Rap1B-BODIPY-GDP, fluorescence; AID 720708; also: potency is read from the fitted curve at half-maximal effect; % is scaled to controls: 0 for no effect and ±100 for the full control effect; nearly all actives have a fitted effect of over 45% in size; many of its hits are not listed in these tables
Target sequence (Q8WZA2 whole entry, looked up): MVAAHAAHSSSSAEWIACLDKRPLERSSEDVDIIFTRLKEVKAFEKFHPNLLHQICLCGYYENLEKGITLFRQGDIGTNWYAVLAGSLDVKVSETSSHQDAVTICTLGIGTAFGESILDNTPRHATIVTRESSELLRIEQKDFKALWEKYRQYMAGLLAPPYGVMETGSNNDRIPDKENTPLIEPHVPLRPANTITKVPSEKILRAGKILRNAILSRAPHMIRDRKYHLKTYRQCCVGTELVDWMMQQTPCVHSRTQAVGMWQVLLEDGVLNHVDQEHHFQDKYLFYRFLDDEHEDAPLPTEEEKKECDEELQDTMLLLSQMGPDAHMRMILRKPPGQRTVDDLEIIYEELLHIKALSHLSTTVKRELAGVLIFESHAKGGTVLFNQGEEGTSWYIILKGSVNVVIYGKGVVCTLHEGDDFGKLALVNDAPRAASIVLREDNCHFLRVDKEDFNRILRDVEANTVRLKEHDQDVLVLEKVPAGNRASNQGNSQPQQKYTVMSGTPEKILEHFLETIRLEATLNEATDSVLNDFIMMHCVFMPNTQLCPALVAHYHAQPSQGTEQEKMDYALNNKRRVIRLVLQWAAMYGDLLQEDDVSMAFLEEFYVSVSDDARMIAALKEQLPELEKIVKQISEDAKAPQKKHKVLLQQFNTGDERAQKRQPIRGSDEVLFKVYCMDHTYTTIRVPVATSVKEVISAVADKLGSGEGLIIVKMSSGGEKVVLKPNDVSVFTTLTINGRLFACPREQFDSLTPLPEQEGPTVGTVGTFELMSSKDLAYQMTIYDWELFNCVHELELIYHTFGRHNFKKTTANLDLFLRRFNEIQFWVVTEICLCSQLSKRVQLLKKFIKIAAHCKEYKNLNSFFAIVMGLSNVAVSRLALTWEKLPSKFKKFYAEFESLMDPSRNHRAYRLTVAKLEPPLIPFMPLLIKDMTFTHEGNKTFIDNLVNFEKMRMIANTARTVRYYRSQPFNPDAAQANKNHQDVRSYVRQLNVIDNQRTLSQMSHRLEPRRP
pAkt inh: blocks phosphorylation of Akt | AID 651550 | activity change, % for hits at 50 µM | hit rate 0.32% among 360,000 | Neuro2A IGF-stimulated pAkt S473 HTRF, 20 min; active compounds read low; in the data active = activity change below about -80%; inconclusive = mostly about -51% to -80%; also: % is scaled to controls: 0 for no effect and ±100 for the full control effect
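Neuro2A cells (4,500/well, DMEM with 0.5% FBS) were treated with compound at a single 50 µM final concentration, stimulated with 6 nM IGF for 20 min at 37 °C, and lysed. Phospho-Akt Ser473 was read by HTRF as 665/615 ratio ×10^4.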
CCT chaperon mod: cytosolic chaperonin activity modulation; purified chaperonin ATPase assay, HTRF ADP detection, 30 min; activity change, % (concentration not given with the values), hits read low; hit rate 0.3% among 360,000; in the data active = activity change below about -30%; also: % is scaled to controls: 0 for no effect and ±100 for the full control effect
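Enzyme 40 or 20 nM (batch-dependent) in Tris pH 7.4/KCl/MgCl2/DTT; cpd 76 uM single point; ATP 10 uM; 30 min 37 °C; Transcreener ADP HTRF detection, 30 min RT; ratio 665/615.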
Nrf2 activator: Nrf2 pathway activation; AREc32 ARE-luciferase reporter (MCF7-derived line), luminescence, 24 h; Potency, µM (doses to about 46.1 µM), for the others: at the highest dose activation, most hits filed as activators; hit rate 0.31% among 410,000; AID 624171; also: potency is read from the fitted curve at half-maximal effect; % of control where 0% means no effect; nearly all actives have a fitted effect of over 65% in size
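ARE-driven firefly luciferase activity in AREc32 cells measured after a 24 hr compound exposure at 37 deg C, using Steady-Glo reagent and a 30 min room-temperature hold.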
EPAC2 ag: activates human EPAC2 exchange factor; Q8WZA2; EPAC2 activation, biochemical qHTS; response scale: 100% = 6.5 mM cAMP response; Potency, µM (series often up to 154 µM), for inactives: at the highest dose activation, usual class: activators; hit rate 0.079% among 360,000; also: potency is read from the fitted curve at half-maximal effect; nearly all actives have a fitted effect of over 50% in size
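Readout is BODIPY fluorescence (480 nm excitation, 540 nm emission), which falls as labeled GDP is exchanged off Rap1B. EPAC2 at 100 nM acted on 250 nM RAP1B-BODIPY-GDP with 50 uM GDP present.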
Mm-Cpn inhibitor: blocks the Methanococcus maripaludis chaperonin Mm-Cpn; purified Mm-Cpn ATPase, ADP Transcreener TR-FRET; Potency, µM (highest dose often 76.9 µM), inactives show at the highest dose activity, negative = inhibition, actives largely listed as inhibitors; hit rate 0.031% among 330,000; AID 504842; also: potency is read from the fitted curve at half-maximal effect; % is scaled to controls: 0 for no effect and ±100 for the full control effect; nearly all actives have a fitted effect of over 80% in size
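Quantitative HTS used 25 nM Mm-CPN and 10 uM ATP in magnesium/KCl Tris buffer, pH 7.4, with 1 mM DTT. Hydrolysis ran 30 min at 37°C; ADP was read by HTRF.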
TGFb inhibitor: inhibitors of TGF-b signaling. Potency, µM (titrated, usually from 46.1 µM), for the others: top-dose activity, negative = inhibition, hits mostly inhibitors. HepG2 CAGA-GFP TGF-b/SMAD3 reporter, GFP fluorescence, 18 h; TGF-beta stimulated, 500 pg/mL final. hit rate 1.2% among 410,000; also: potency is read from the fitted curve at half-maximal effect; % is scaled to controls: 0 for no effect and ±100 for the full control effect; nearly all actives have a fitted effect of over 65% in size
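TGF-beta reporter screen: HEPG2 CAGA-GFP, 1% FBS, 500 pg/mL TGF-beta final, 18 h; per-cell GFP summed per well; curves fitted and categorized by class.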
Nrf2 inh: inhibitors of Nrf2 signaling | A549 ARE-Fluc reporter, luciferase luminescence, 18-24 h | hit rate 2.1% among 360,000 | Potency, µM (highest dose often 46 µM), inactives show at the top dose activity change, negative = inhibition, most hits filed as inhibitors; also: potency is read from the fitted curve at half-maximal effect; % is scaled to controls: 0 for no effect and ±100 for the full control effect; nearly all actives have a fitted effect of over 60% in size
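Cells were seeded and rested 2 h, then exposed to compounds for 18-24 h. CellTiter-Fluor was read first as a viability measure. BugLite was added 15 min before the final luminescent read of ARE-luciferase activity in A549 cells.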
A549 viability: counter-screen for Nrf2 inhibitors: cytotoxicity in A549 cells; A549 ARE-Fluc cells, CellTiter-Fluor viability, 18-24 h; Potency, µM (doses to about 46 µM), inactives show at the highest dose activity change, negative = cytotoxicity, usual class: inhibitors; hit rate 0.16% among 390,000; AID 504648; also: potency is read from the fitted curve at half-maximal effect; % is scaled to controls: 0 for no effect and ±100 for the full control effect
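Cytotoxicity counterscreen: CellTiter-Fluor fluorescence was measured in A549 ARE_Fluc cells after 18-24 h of compound exposure in a concentration series. The subsequent BugLite luminescent read reports ARE-luciferase activity.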
Active calls of the source: *; i = inactive; ? = inconclusive; . = not tested or not shown; & = joins results of further samples. Unless noted, calls follow the shape of the dose curve; as a rule, active = well fitted curve in the direction sought with a large enough effect; inconclusive = small, poorly fitted or top-dose-only effect, or another doubt; inactive = no such curve, though single readings can be large; an effect the other way counts as inactive or inconclusive.

SMILES | EPAC2 antagonist | pAkt inh | CCT chaperon mod | Nrf2 activator | EPAC2 ag | Mm-Cpn inhibitor | TGFb inhibitor | Nrf2 inh | A549 viability
COc1ccc(-c2c(Sc3ccccc3)c3cc(-c4ccc5c(c4)OCO5)ccc3n2C)cc1 | 10.5% | i | 0.4 | 0.0% | 1.9% | . | . | . | .
CCOC(=O)C1CCCN(c2nc3c(C)cccn3c(=O)c2/C=C(\C#N)C(=O)NCc2ccco2)C1 (centres undefined) | -21.2% | i | -1.2 | 0.4% | 4.1% | -0.1% | -1.4% | -0.6% | 0.0%
CCn1c(Cc2cccc3ccccc23)nnc1SCC(=O)Nc1nccs1 | 8.7% | i | -0.8 | 0.2% | 19.9% | -0.7% | -11.1% | . | 7.4%
O=C(Nc1cccc(-n2cnnn2)c1)c1ccncc1 | 1.5% | i | -3.0 | 3.9% | 10.7% | 1.9% | -2.4% | ? | 14.8%
COc1ccc(C2SCC(=O)N2C)cc1 (centres undefined) | -5.0% | . | -1.8 | -0.6% | 11.1% | -1.1% | 1.5% | -25.4% | 6.1%
Cc1cccc(C)c1N1CCc2cn[nH]c21 | 5.4% | i | -0.4 | -0.2% | -6.4% | -0.5% | 13.4% | 9.5% | -3.7%
CCOC(=O)Nc1ccc(S(=O)(=O)NCCCN2CCOCC2)cc1 | -3.0% | i | -1.7 | -0.3% | 10.4% | -1.8% | -7.9% | ? | 2.7%
CC1=C(C(=O)OCC(C)C)C(c2ccsc2)NC(=O)N1 (centres undefined) | -3.1% | i | -0.8 | -0.1% | -0.2% | 0.4% | 0.1% | 0.8% | -10.4%
COC(=O)C[C@H]1c2cc(F)cc(F)c2S(=O)(=O)N1C1CCN(Cc2ccccc2)CC1 | 24.1% | i | -0.7 | 0.3% | 4.3% | . | -19.0%&-13.7% | -12.1% | -1.3%
CSc1ccccc1OCc1cc(C(=O)NCC(C)Oc2cccnc2)no1 (centres undefined) | 1.7% | i | -0.7 | 3.1% | 12.1% | . | 3.3% | . | .
CC1=C(C(=O)OC2CCCC2)C(c2ccc(Cl)cc2)CC(=O)N1 (centres undefined) | . | . | . | -0.4% | . | . | -11.4% | ? | 0.4%
N/C(=N\OC(=O)c1ccc2ccccc2c1)c1ccccn1 | 6.9% | i | 1.1 | 0.3% | -0.4% | 1.0% | -9.3% | ? | 2.3%
CCN(CC(=O)N1CCOCC1)S(=O)(=O)c1ccccc1 | 21.7% | i | 0.0 | -0.1% | -0.8% | 0.8% | 12.9% | ? | -4.8%
Cc1cccc(/C=N/NC(=O)c2cc(Br)ccc2O)n1 | 12.3% | i | 2.0 | 10.4% | 10.9% | 0.6% | -21.3% | ? | 6.9%
O=C(O)c1cccc(-n2c(O)c(C=C3N=c4ccccc4=N3)sc2=S)c1 | ? | i | -0.9 | -0.8% | 1.8% | -2.6% | -20.6% | 7.4% | -2.6%
COC(=O)c1ccc(C2/C(=C(/O)c3ccc(Cl)cc3)C(=O)C(=O)N2C2CCS(=O)(=O)C2)cc1 (centres undefined) | -1.9% | i | 2.0 | 0.0% | 4.7% | 1.0% | -11.8% | 2.5% | -4.9%
COc1ccc(-c2onc(C)c2C)cc1S(=O)(=O)NCC1CCN(Cc2ccccc2F)CC1 | . | . | . | 8.3% | . | . | -34.2% | ? | 1.2%
NN1C(=O)/C(=C2/Sc3ccccc3N2CCCS(=O)(=O)O)SC1=S | 10.8% | i | 0.0 | -0.4% | -3.6% | ? | 15.4% | 0.1% | -29.1%
CNc1ccccc1NC(=O)CCn1c(=S)oc2ccccc21 | -14.5% | i | -1.1 | 0.0% | 6.0% | -0.2% | -2.0% | -28.5% | 7.0%
CCOC(=O)N1CCN(C(=O)CCNS(=O)(=O)c2ccc(C)c(C)c2)CC1 | -6.1% | i | 1.1 | 0.0% | 7.1% | 2.0% | 20.8% | 8.3% | -8.7%
CN(Cc1ccco1)C(=O)CCc1nc2sc3c(c2c(=O)[nH]1)CCCC3 | 3.2% | i | 0.2 | ? | 2.6% | -1.9% | -4.5% | -13.0% | -5.8%
COCc1nnc(NC(=O)CCCOc2ccccc2)s1 | 5.6% | i | -2.6 | 0.3% | 3.4% | 1.2% | 17.3% | 1.8% | -0.7%
O=C(NCc1ccco1)c1ccc(Cn2c(SCc3ccc(F)cc3)nc3cccnc32)cc1 | . | . | . | 3.1% | . | . | ? | -16.3% | -4.3%
COc1cc(COCC(O)CN2CCN(Cc3ccc4c(c3)OCO4)CC2)cc(OC)c1OC (centres undefined) | 2.7% | i | -2.0 | 0.3% | 8.2% | ? | 17.3% | -1.3% | 6.2%
Cc1ccc2c(Cl)c(C(=O)NCCCn3ccnc3)sc2c1 | -1.1% | i | 0.3 | 0.3% | 4.4% | -2.6% | -11.5% | 1.4% | 2.7%

(cont.)
SMILES | EPAC2 antagonist | pAkt inh | CCT chaperon mod | Nrf2 activator | EPAC2 ag | Mm-Cpn inhibitor | TGFb inhibitor | Nrf2 inh | A549 viability
Cc1ccc(-c2c3c(nc4sc(C(N)=O)c(N)c24)CCC3)cc1 | -0.3% | i | -3.6 | -0.9% | 13.5% | -2.6% | ? | ? | 3.7%
Cc1c2ccccc2cc(Cc2ccccc2)[n+]1C | 3.0% | i | 0.9 | 3.0% | 2.4% | -0.5% | 4.1% | ? | -8.8%
C=CCN1CC(=O)N2Cc3[nH]c4ccccc4c3C[C@H]2C1=O | 3.1% | i | -4.7 | -0.4% | 6.3% | -2.1% | 0.7% | ? | 0.0%
CC/C(=N/O)c1cnnc(SC)n1 | 2.1% | i | -5.3 | 0.0% | -3.4% | 1.4% | -18.6% | 5.6% | 0.8%
C/C(=N\NC(=O)c1ccc(Cn2cc(Br)cn2)o1)c1ccc(NC(=O)c2ccoc2C)cc1 | -11.0% | i | -2.6 | 5.2% | 13.2% | -8.3% | 19.8% | -17.2% | -4.0%
COc1ccc(C(=O)N2N=C(c3cccc(NS(C)(=O)=O)c3)CC2c2cccs2)cc1 (centres undefined) | 3.7% | i | 0.6 | 7.4% | 6.3% | 0.4% | 0.0% | ? | -10.2%
Cn1nc(-c2ccccc2)c(C(O)c2ccccc2C(F)(F)F)c1Cl (centres undefined) | -5.6% | i | -4.5 | -0.3% | 8.9% | -1.8% | 2.0% | 1.5% | -3.1%
Cc1cc(CNC(=S)Nc2ccc(S(=O)(=O)Nc3ncccn3)cc2)nn1C | -1.5% | i | -2.8 | 0.0% | 14.3% | 1.9% | 3.5% | 24.8% | 8.4%
CCOc1ccc2nc(SCC(=O)c3ccc(Cl)s3)sc2c1 | -7.6% | i | -2.0 | 3.0% | 16.2% | -2.1% | ? | ? | 9.3%
COC(=O)c1cc(NC(=O)Cn2c(=O)oc3ccccc32)cc(C(=O)OC)c1 | -10.2% | i | -2.3 | 8.9% | -1.0% | -3.2% | -1.3% | -0.3% | -16.4%
O=C1CC(N(Cc2cccs2)C(=O)Nc2ccccc2)C(=O)N1c1ccc(Cl)cc1 (centres undefined) | 4.8% | i | 1.5 | -0.3% | -0.3% | 3.6% | -10.6% | -28.0% | -9.3%
CCOc1ccc(OCCNC(=O)C(NC(=O)c2c(F)cccc2F)C(C)C)cc1 (centres undefined) | -9.1% | i | -1.5 | -0.4% | 5.8% | 0.5% | -0.2% | 13.7% | 0.2%
COC(=O)c1ccc(Cl)cc1NC(=O)/C=C/c1ccc(C)o1 | 3.1% | i | -3.0 | ? | -11.3% | -3.5% | 0.0% | -3.5% | -0.8%
COc1ccccc1CN1CC(C(=O)NCCc2ncccc2C)CCC1=O (centres undefined) | 5.8% | . | -4.0 | -0.2% | 7.1% | -1.7% | -2.5% | ? | 12.9%
COc1ccc(NC(=O)N(C)C[C@@H]2Oc3cc(Br)ccc3S(=O)(=O)N([C@H](C)CO)C[C@H]2C)cc1 | 1.9% | i | -0.6 | -1.4% | 10.6% | . | -9.6% | . | .
Cc1c(C(=O)O)sc2nc(/C=C/c3ccccc3OC(F)F)[nH]c(=O)c12 | -5.3% | i | 0.6 | 8.8% | 2.7% | 0.4% | -6.0% | 7.1% | 1.0%

Ordered by molecular weight (lowest first): part of the list above
SMILES | EPAC2 antagonist | pAkt inh | CCT chaperon mod | Nrf2 activator | EPAC2 ag | Mm-Cpn inhibitor | TGFb inhibitor | Nrf2 inh | A549 viability
Cc1cccc(C)c1N1CCc2cn[nH]c21 | 5.4% | i | -0.4 | -0.2% | -6.4% | -0.5% | 13.4% | 9.5% | -3.7%
CCOc1ccc2nc(SCC(=O)c3ccc(Cl)s3)sc2c1 | -7.6% | i | -2.0 | 3.0% | 16.2% | -2.1% | ? | ? | 9.3%
Cc1c(C(=O)O)sc2nc(/C=C/c3ccccc3OC(F)F)[nH]c(=O)c12 | -5.3% | i | 0.6 | 8.8% | 2.7% | 0.4% | -6.0% | 7.1% | 1.0%
O=C(O)c1cccc(-n2c(O)c(C=C3N=c4ccccc4=N3)sc2=S)c1 | ? | i | -0.9 | -0.8% | 1.8% | -2.6% | -20.6% | 7.4% | -2.6%
COc1ccc(-c2c(Sc3ccccc3)c3cc(-c4ccc5c(c4)OCO5)ccc3n2C)cc1 | 10.5% | i | 0.4 | 0.0% | 1.9% | . | . | . | .
COc1cc(COCC(O)CN2CCN(Cc3ccc4c(c3)OCO4)CC2)cc(OC)c1OC (centres undefined) | 2.7% | i | -2.0 | 0.3% | 8.2% | ? | 17.3% | -1.3% | 6.2%
C/C(=N\NC(=O)c1ccc(Cn2cc(Br)cn2)o1)c1ccc(NC(=O)c2ccoc2C)cc1 | -11.0% | i | -2.6 | 5.2% | 13.2% | -8.3% | 19.8% | -17.2% | -4.0%

Source: PubChem BioAssay (National Center for Advancing Translational Sciences (NCATS))

These rows are one share of the data (hit frequency here may not be typical).
